# Tau fibril ThT: qHTS for Inhibitors of Tau Fibril Formation, Thioflavin T Binding; Microtubule-associated protein tau (Homo sapiens), P10636; recombinant tau K18 P301L, heparin-induced fibrillization, ThT fluorescence; Potency, µM (doses to about 57.4 µM), without a hit: top-dose activity, negative = inhibition, actives largely listed as inhibitors; 270,000 tested, 2.1% active; AID 1460, 2008; note: nearly all actives have a fitted effect of over 55% in size
# Target sequence (P10636 561-689 P618L limits assumed): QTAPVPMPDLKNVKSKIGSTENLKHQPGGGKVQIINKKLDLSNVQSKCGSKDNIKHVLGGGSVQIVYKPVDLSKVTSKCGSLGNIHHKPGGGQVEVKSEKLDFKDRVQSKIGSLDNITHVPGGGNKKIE
#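 In this qHTS, human K18 P301L tau is incubated with compound and heparin for 6 hr at 37 C, and Thioflavin T fluorescence then reports fibril load.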
# Tau FP inhib: qHTS for Inhibitors of Tau Fibril Formation, Fluorescence Polarization; Microtubule-associated protein tau (Homo sapiens), P10636; K18 P301L tau heparin fibrillization, Alexa594 FP, 6 h; Potency, µM (highest dose often 57.7 µM), inactives show at the highest dose activity, negative = inhibition, usual class: inhibitors; 280,000 tested, 0.39% active; AID 1468, 2008; note: nearly all actives have a fitted effect of over 55% in size
#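 Human K18 P301L fragment (15 uM unlabeled plus 0.24 uM Alexa 594-labeled) in 100 mM sodium acetate pH 7 with compound, aggregation induced by 20 uM heparin for 6 hr at 37 C. ThT (30 uM) added for 1 hr, then Alexa 594 FP read.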
# Tau fluor counter: Counterscreen qHTS for Inhibitors of Tau Fibril Formation, Fluorescence Polarization; tau K18 P301L Alexa594 fluorescence, heparin fibrillization; Potency, µM (titrated, usually from 57.7 µM), inactives show top-dose activity change, negative = decrease; 280,000 tested, 0.93% active; note: nearly all actives have a fitted effect of over 55% in size
#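 Human tau K18 P301L (15 uM unlabeled, 0.24 uM Alexa 594-labeled) in 100 mM sodium acetate pH 7 with 20 uM heparin, 6 hr at 37 C. ThT 30 uM added, 1 hr ambient; Alexa 594 FP and total fluorescence read at 555/632 nm.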
# ALDH1A1 inh: qHTS Assay for Inhibitors of Aldehyde Dehydrogenase 1 (ALDH1A1); 220,000 tested, 7.3% active; Potency, µM (highest dose often 75.3 µM), without a hit: at the top dose activity, negative = inhibition, most hits filed as inhibitors; AID 1030, 2008; Purified ALDH1A1, NADH fluorescence, propionaldehyde substrate; Aldehyde dehydrogenase 1A1 (Homo sapiens), P00352; active = well fitted inhibition curve with a large enough effect, not every such curve was filed as active; inconclusive = small, poorly fitted or top-dose-only effect, or another doubt; inactive = no such curve, though single readings can be large or run the other way;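 note: plate controls were no enzyme wells and a reference inhibitor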
# Target sequence (P00352 whole entry, looked up): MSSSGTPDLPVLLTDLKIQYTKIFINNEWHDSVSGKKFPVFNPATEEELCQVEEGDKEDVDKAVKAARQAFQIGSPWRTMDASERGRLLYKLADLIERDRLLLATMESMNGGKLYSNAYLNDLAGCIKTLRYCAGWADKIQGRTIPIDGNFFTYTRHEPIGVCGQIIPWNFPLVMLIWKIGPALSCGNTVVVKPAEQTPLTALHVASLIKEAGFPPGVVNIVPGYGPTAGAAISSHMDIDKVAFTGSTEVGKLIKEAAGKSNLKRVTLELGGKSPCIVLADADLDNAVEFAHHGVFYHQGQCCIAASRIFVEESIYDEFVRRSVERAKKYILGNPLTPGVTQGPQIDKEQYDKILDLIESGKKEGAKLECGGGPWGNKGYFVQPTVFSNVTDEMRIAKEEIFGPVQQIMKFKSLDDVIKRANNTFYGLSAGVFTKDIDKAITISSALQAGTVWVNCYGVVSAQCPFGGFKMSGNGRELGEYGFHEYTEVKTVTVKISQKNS
# TexasRed fluor: Total Fluorescence Counterscreen for Inhibitors of the Interaction of Thyroid Hormone Receptor and Steroid Receptor Coregulator 2; Potency, µM (top dose mostly 106 µM), inactives show at the top dose fluorescence change, negative = quenching; 280,000 tested, 0.29% active; TRb/SRC2 Texas Red total fluorescence interference; active = well fitted curve in either direction with a large enough effect; inconclusive = small, poorly fitted or top-dose-only effect
#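 Human TRb ligand-binding domain at 0.6 uM with 20 nM Texas Red SRC2 peptide in Tris buffer containing 1 uM T3 and 5% DMSO, incubated with compound 5 h at ambient temperature. Total fluorescence (555/632 nm) calculated as parallel + 2 × perpendicular.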
# TRb SRC2 PPI: qHTS for Inhibitors of the Interaction of Thyroid Hormone Receptor and Steroid Receptor Coregulator 2; Thyroid hormone receptor beta (Homo sapiens), P10828; TRbeta-SRC2 peptide binding, fluorescence polarization; receptor liganded with 1 µM T3; Potency, µM (highest dose often 106 µM), inactives show at the highest dose activity change, negative = inhibition, usual class: inhibitors; 280,000 tested, 0.065% active; AID 1469, 2008;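 note: plate controls were bound peptide for no effect and peptide without receptor for full effect; nearly all actives have a fitted effect of over 50% in size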
#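 Decrease in fluorescence polarization of 20 nM Texas Red SRC2 coactivator peptide flagged inhibition of its binding to 0.6 uM TRb LBD; 1 uM T3 included, incubation 5 hr, ex 555/em 632 nm.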
# L3MBTL1 block: qHTS Assay for the Inhibitors of L3MBTL1; AID 485360, 2010; AlphaScreen L3MBTL1–H3K9me1 peptide binding; Potency, µM (series often up to 57.1 µM), for inactives: at the top dose activity, negative = inhibition, hits mostly inhibitors; 230,000 tested, 0.66% active; Lethal(3)malignant brain tumor-like protein 1 (Homo sapiens), Q9Y468; note: nearly all actives have a fitted effect of over 60% in size
#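 L3MBTL1 50 nM + b-AHA-H3(1-15)K9me1 75 nM, 30 min RT; compound added, 30 min RT; streptavidin donor/Ni-chelate acceptor beads 10 ug/mL each final, 30 min RT dark; AlphaScreen read.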
# GLA spleen mod: qHTS Assay for Inhibitors and Activators of Human alpha-Galactosidase From Spleen Homogenate. Alpha-galactosidase A (Homo sapiens), P06280. human spleen homogenate, 4MU-alpha-Gal fluorescence, 40 min. Potency, µM (top dose mostly 80 µM), inactives show top-dose activity change, negative = inhibition, actives largely listed as inhibitors. 240,000 tested, 0.008% active. AID 2107, 2009;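 note: 0% = enzyme with vehicle and -100% = no enzyme basal signal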
# Target sequence (P06280 32-429 limits assumed): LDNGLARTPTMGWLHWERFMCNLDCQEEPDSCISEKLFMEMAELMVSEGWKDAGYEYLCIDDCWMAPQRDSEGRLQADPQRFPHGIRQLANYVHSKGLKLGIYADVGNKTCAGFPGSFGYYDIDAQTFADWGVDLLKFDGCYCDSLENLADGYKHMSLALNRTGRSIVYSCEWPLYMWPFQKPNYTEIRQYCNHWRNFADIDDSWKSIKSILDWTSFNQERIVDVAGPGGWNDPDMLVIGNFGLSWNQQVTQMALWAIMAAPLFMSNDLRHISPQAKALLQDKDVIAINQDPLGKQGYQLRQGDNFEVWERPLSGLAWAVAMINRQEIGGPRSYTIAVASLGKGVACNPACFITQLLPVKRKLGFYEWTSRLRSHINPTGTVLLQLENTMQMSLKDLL
#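 Inhibition or activation of alpha-galactosidase in human spleen homogenate is scored by 4-MU fluorescence after 40 min at 37C, pH 5.0, with 1 mM substrate. AC50s come from concentration-response fitted to the Hill equation.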
# Numbers without * were called inactive; ? = inconclusive; . = not tested or not shown; & = joins results of further samples; [ ] = dose if it differs, or a comment. Unless noted, calls come from the whole dose curve; as a rule, active = well fitted curve in the direction sought with a large enough effect; inconclusive = small, poorly fitted or top-dose-only effect, or another doubt; inactive = no such curve, though single readings can be large; an effect the other way counts as inactive or inconclusive. Unless noted, % is set by controls: 0 for no effect and ±100 for the full control effect; potency is the fitted concentration of half-maximal effect.
SMILES,Tau fibril ThT,Tau FP inhib,Tau fluor counter,ALDH1A1 inh,TexasRed fluor,TRb SRC2 PPI,L3MBTL1 block,GLA spleen mod
COc1ccc(/C=C/C(=O)N(Cc2cccs2)C2CCS(=O)(=O)C2)cc1 (stereo unspecified),-3%,-6%,-7%,.,-4%,-3%,-2%,-2%
Cc1onc(-c2c(Cl)cccc2Cl)c1C(=O)NNC(=O)c1c(-c2c(Cl)cccc2Cl)noc1C,-2%,-6%,-26%,9%,2%,2%,-5%,12%
Cc1ccc(NC(=O)NC(=O)CSc2n[nH]c(N)n2)c(C)c1,-10%,-3%,-12%,1%,-6%,-1%,?,-4%
CCCNC(=O)COC(=O)c1ccc(N2CCCC2)c([N+](=O)[O-])c1,-18%,-1%,-10%,?,-3%,-1%,-29%,-11%
COc1ccc(C(=O)N/N=C/c2sc3ccccc3c2O)cc1,1.8µM*,0%,?,5%,0%,-7%,1%,6%
CCc1cccc2c(C(=O)CCl)c[nH]c12,-7%,-1%,-4%,8.9µM*,-4%,-1%,3%,2%
CC(=O)NCC(=O)N(C)C(C(=O)Nc1ccc(C(C)C)cc1)c1ccccc1 (stereo unspecified),-9%,4%,-6%,?,1%,-6%,.,-3%
O=C(COC(=O)c1ccccn1)NCCCc1ccccc1,-10%,3%,-3%,-12%,-1%,8%,-3%,3%
COc1ccc(CCNC(=O)CCc2nc3ccccc3[nH]2)cc1OC,-2%,5%,3%,-2%,-2%,-4%,-13%,6%
Oc1ccc(/C=N/Nc2nc(N3CCCCCC3)nc(N3CCCCCC3)n2)c(O)c1,?,-14%,10µM*[quencher],10%,-1%,5%,-15%,1%
CCSc1nnc(NC(=O)c2csc3c2CCC(C)C3)s1 (stereo unspecified),0%,-1%,6%,6%,1%,-3%,1%,-2%
Cc1cc(C)n(C(=O)COc2ccc([N+](=O)[O-])cc2)n1,-4%,9%,2%,11%,0%,5%,2%,-10%
CCCCCCCCCCCCCCCC(=O)O[C@H](CC(=O)O)C[N+](C)(C)C,?,-1%,-11%,-4%,-1%,-3%,.,-17%
Nc1nnc(SCC(=O)Nc2cccc(F)c2)s1,3%,-2%,1%,.,-1%,0%,.,.
Cc1cc(C=O)c(C)n1-c1ccc(Cl)c(C(=O)O)c1,-7%,-2%,-7%,?,2%,2%,4µM*,-9%
COc1ccc(-c2csc3nc(-c4cccnc4)nc(Cl)c23)cc1OC,-4%,4%,-4%,?,0%,0%,-16%,11%
Cc1ccnc(NS(=O)(=O)c2ccc3c(c2)CCO3)c1,.,-10%,9%,.,-1%,3%,.,12%
O=c1cc(O)nc(SC23CC4CC(CC(C4)C2)C3)[nH]1,-15%,-3%,-1%,-2%,3%,1%,-1%,-3%
COc1ccc2ccc(=O)oc2c1CC=C(C)C,-5%&-1%,-3%&-6%,-21%&-16%,?,0%&-2%,0%&8%,11%,-1%&4%
C/C=C(\C)C(=O)NCCN1C2=NC[C@H](Cc3ccc(O)cc3)N2C[C@@H]1Cc1ccc(OC)cc1,-16%,-1%,-11%,5%,-4%,0%,33%[activator],-9%
CCCCN(C)S(=O)(=O)c1ccc(C(=O)N(CCN(C)C)c2nc3ccc(C)cc3s2)cc1,-1%,-5%,-13%,10%,0%,6%,0%,11%
O=c1cc(-c2ccccc2)[nH][nH]1,?,-15%,-11%,3%,2%,-26%,-3%,2%
CCOc1ccc(C2c3cc(OC)c(OC)cc3CC(=O)N2c2ccc(OC)cc2)cc1 (stereo unspecified),-21%,-4%,-9%,?,0%,5%,-11%,1%
CC(=O)Nc1cccc(NC(=O)COc2nncc3ccccc23)c1,3%,11%,2%,-2%,-1%,0%,8%,5%
COc1cccc(CNC(=O)CCC(=O)N2CC3CCCN3c3ccccc32)c1 (stereo unspecified),-11%,0%,-14%,.,-2%,3%,.,.

# Record cards, as listed above. Screens in order: Tau fibril ThT	Tau FP inhib	Tau fluor counter	ALDH1A1 inh	TexasRed fluor	TRb SRC2 PPI	L3MBTL1 block	GLA spleen mod
# Cc1cc(C)n(C(=O)COc2ccc([N+](=O)[O-])cc2)n1 in the list: -4%	9%	2%	11%	0%	5%	2%	-10%
# Cc1onc(-c2c(Cl)cccc2Cl)c1C(=O)NNC(=O)c1c(-c2c(Cl)cccc2Cl)noc1C in the list: -2%	-6%	-26%	9%	2%	2%	-5%	12%
# CC(=O)NCC(=O)N(C)C(C(=O)Nc1ccc(C(C)C)cc1)c1ccccc1 (stereo unspecified) in the list: -9%	4%	-6%	?	1%	-6%	.	-3%
# O=c1cc(O)nc(SC23CC4CC(CC(C4)C2)C3)[nH]1 in the list: -15%	-3%	-1%	-2%	3%	1%	-1%	-3%

# (next part)
SMILES,Tau fibril ThT,Tau FP inhib,Tau fluor counter,ALDH1A1 inh,TexasRed fluor,TRb SRC2 PPI,L3MBTL1 block,GLA spleen mod
N/C(=N\NC(=O)c1sccc1OCc1ccc(Cl)cc1Cl)c1ccccn1,-8%,0%,-2%,-1%,-2%,-2%,8%,2%
CC1=C(C(=O)Nc2ccc(Cl)cc2)C(c2ccccc2F)n2nc(SCc3cccc(Cl)c3)nc2N1 (stereo unspecified),12%,?,6%,.,8%,-10%,.,.
CCOc1cccc2cc(-c3cn4c(n3)sc3cc(C)ccc34)c(=O)oc12,?,-6%,-22%,.,1%,-5%,.,.
Cc1ccc(N(Cc2cc3ccc(C)cc3[nH]c2=O)C(=O)c2ccco2)cc1,-3%,0%,10%,.,-3%,7%,.,-4%
CCOC(=O)C1=C(CNCc2ccccc2Cl)NC(=O)NC1c1ccc2c(c1)OCO2 (stereo unspecified),-9%,8%,-4%,2%,-2%,3%,-10%,8%
CCCN(CC(=O)Nc1ccccc1Br)CC(=O)Nc1ccc(F)c(F)c1F,9%,-3%,0%,?,2%,-23%,0%,8%
CCOC(=O)CSC1=C(C#N)C(=O)NC(c2ccc(OC)cc2)S1 (stereo unspecified),?,-14%,-6%,20µM*,-1%,-1%,.,9%
CCOc1ccc(CC(=O)NNC(=S)NC2CCCCC2)cc1OCC,-4%,-1%,-5%,7%,-4%,-2%,14%,5%
CCOC(=O)c1c(NC(=O)c2cc(C(C)C)on2)sc(C(C)=O)c1C,-14%&0%,-5%&1%,-21%&-5%,?,6%&-3%,-7%&-3%,.,0%
CCOc1ccccc1CNC(=O)c1cnc2sc(N3CCOCC3)nn2c1=O,-2%,-7%,-4%,.,-2%,3%,.,.
COc1ccc(CCn2nnc(-c3ccc(NC(C)=O)c(Cl)c3)n2)cc1,0%,-15%,-2%,9%,1%,-6%,6%,-6%
CCC(=O)N1CCc2cc(S(=O)(=O)NCCC(=O)NCc3ccc(OC)cc3)ccc21,-5%,-9%,-12%,.,-1%,-6%,.,.
CC(=O)Nc1ccc(S(=O)(=O)NCC(C)NS(=O)(=O)c2ccc(NC(C)=O)cc2)cc1 (stereo unspecified),-1%,-5%,-2%,-6%,1%,-6%,1%,-2%
O=C(CN1CCNCC1)Nc1ccccc1Cl,-4%,-10%,1%,-5%,1%,9%,5%,11%
O=C(NCc1ccccc1)c1cc(-n2cnnc2)ccc1Cl,-2%,-4%,2%,7%,-5%,0%,-2%,5%
COc1ccc(Cl)cc1NS(=O)(=O)c1cc(Cl)ccc1OC,-2%,-7%,-19%,3%,-9%,-6%,.,4%
O=C(NCCCn1ccnc1)c1cccc(S(=O)(=O)Nc2ccccc2F)c1,-6%,-11%,-8%,-5%,-3%,-7%,-1%,-6%
CN(C)S(=O)(=O)N(CC(=O)N1CCOCC1)c1ccccc1,-1%,-2%,6%,1%,1%,-12%,2%,-1%
Cc1cccc(C)c1N=C1NN=C(c2ccccc2F)CS1,?,8%,-18%,-12%,-2%,1%,-5%,1%
O=C(NCCc1ccc(Cl)cc1)c1ccc(CSCc2ccc(Cl)cc2)o1,?,9%,-12%,.,-2%,4%,.,.
Cc1ccc(NNc2c(C)nc3ccccc3nc2=O)cc1,?,6%,?,-1%,-1%,-6%,5%,-11%
CC1CCN(C(=O)c2scc3c2OCCO3)CC1,-15%,3%,-5%,-2%,0%,0%,-1%,-12%
CCN(C(=O)COC(=O)COc1ccc2c(C)cc(=O)oc2c1)C1CCS(=O)(=O)C1 (stereo unspecified),1%,1%,3%,?,-2%,-7%,-7%,7%
Cc1ccc(S(=O)(=O)N2CCCC2C(=O)OCc2ccccc2)cc1 (stereo unspecified),-5%,0%,-5%,9%,1%,-3%,10%,-2%
CC(=O)OC1CC[C@]2(C)C(CC[C@@]3(C)C2C(=O)C=C2C4C(C)C(C)CC[C@@]4(C(=O)O)CCC23C)C1(C)C (stereo partly specified),-15%,2%,8%,10%,-2%,1%,.,5%
# Continued:
SMILES,Tau fibril ThT,Tau FP inhib,Tau fluor counter,ALDH1A1 inh,TexasRed fluor,TRb SRC2 PPI,L3MBTL1 block,GLA spleen mod
CN=c1scc(C)n1/N=C/c1ccc(O)cc1,?,10%,-25%,1%,-2%,-10%,.,-15%
CCc1ccc(-c2cc(C(=O)NCc3ccco3)c3ccccc3n2)s1,25µM*,28µM*,-19%,?,-4%,6%,-2%,?
CCOc1ccccc1-c1ccc(C(=O)O)s1,-9%[126 µM],0%[126 µM],-6%[126 µM],?,-4%[201 µM],-1%[201 µM],.,-15%[119 µM]
CCOc1ccc(CN(C)C(=O)c2cccnc2SC)cc1OC,6%,-7%,0%,4%,0%,-2%,-3%,4%
CCOC(=O)c1c(C)oc2c1c1c(c3ccccc32)OCN(Cc2ccccn2)C1,?,?,?,?,-2%,1%,-13%,0%
CCCOc1ccc(-c2c(C(=O)N/N=C/c3ccc(OCC)cc3)nnn2-c2nonc2N)cc1,2%,?,-13%,?,?,1%,6%,-14%
Cc1nc(N/N=C/c2ccccc2)nc(N(C)c2ccccc2)c1[N+](=O)[O-],-3%,2%,-8%,9%,-4%,-1%,1%,1%

# Screens as filed in PubChem.
